Screening data as filed in PubChem BioAssay.
S1P4 antagonist: human S1P4 receptor antagonism | S1P4-expressing cells, antagonist mode, reporter read-out | inhibition, % at 4.98 µM | AID 1510 | O95977 | 220,000 tested, 0.26% active; in the data active means inhibition above about 29%;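 further: 0% = wells stimulated with agonist and 100% = vehicle wells without agonist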
NPY-Y2 PAM-ag: human NPY-Y2 potentiation or agonism, primary screen; P49146; cells expressing NPY-Y2, potentiator/agonist read-out; activation, % at 3.6 µM; 220,000 tested, 0.45% active; in the data active means activation above about 27%;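 further: cells stimulated with NPY near EC25 plus isoproterenol at EC100; 0% = vehicle plus submaximal agonist and 100% = vehicle plus saturating agonist; some results beyond the cut were filed as inactive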
BaF3 tox: parental Ba/F3 viability inhibition as JAK2V617F counter-screen; inhibition, % at 5.6 µM; AID 1486; 220,000 tested, 1.1% active; CellTiter-Glo ATP luminescence;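 active means inhibition above a per-campaign cutoff, the mean inhibition of all tested compounds plus 3 SD, cut at about 27% in these data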;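 further: 0% = DMSO wells and 100% = JAK Inhibitor I control wells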
S1P4 agonist: agonists of human S1P4 receptor. S1P4-expressing cell line, agonist reporter assay. activation, % at 4.98 µM. 220,000 tested, 0.35% active. AID 1509; in the data active means activation above about 11%;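 further: 0% = DMSO vehicle and 100% = reference agonist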
NCF1 inh: blocks human p47phox regulatory protein of NADPH oxidases | p47phox/p22phox peptide binding, fluorescence polarization, 2 h | P14598 | 220,000 tested, 0.53% active | inhibition, % at 24.7 µM;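 active means inhibition above about 30%, limit read from the data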;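 further: 0% = p47phox with labelled peptide and 100% = labelled peptide alone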
Target sequence (P14598 whole entry, looked up): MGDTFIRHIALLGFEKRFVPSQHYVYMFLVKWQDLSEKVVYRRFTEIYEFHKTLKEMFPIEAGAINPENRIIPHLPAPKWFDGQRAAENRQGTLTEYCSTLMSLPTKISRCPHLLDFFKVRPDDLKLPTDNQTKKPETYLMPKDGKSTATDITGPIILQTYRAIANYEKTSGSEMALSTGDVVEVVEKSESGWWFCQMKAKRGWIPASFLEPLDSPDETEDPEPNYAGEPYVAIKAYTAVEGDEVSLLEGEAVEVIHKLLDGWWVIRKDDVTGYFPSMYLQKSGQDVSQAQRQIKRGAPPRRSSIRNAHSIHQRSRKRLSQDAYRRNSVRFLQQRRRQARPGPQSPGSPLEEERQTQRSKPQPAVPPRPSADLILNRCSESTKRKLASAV
NPY-Y1 PAM-ag: potentiates or activates human NPY-Y1 receptor | NPY-Y1 expressing cells, potentiator/agonist activation | P25929 | AID 1304 | 220,000 tested, 0.37% active | activation, % at 3.6 µM; in the data active means activation above about 33%, passing the limit was not always enough;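 further: cells stimulated with NPY at EC10 then isoproterenol at EC100; 0% = low agonist plus stimulus and 100% = saturating agonist plus stimulus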
Target sequence (P25929 whole entry, looked up): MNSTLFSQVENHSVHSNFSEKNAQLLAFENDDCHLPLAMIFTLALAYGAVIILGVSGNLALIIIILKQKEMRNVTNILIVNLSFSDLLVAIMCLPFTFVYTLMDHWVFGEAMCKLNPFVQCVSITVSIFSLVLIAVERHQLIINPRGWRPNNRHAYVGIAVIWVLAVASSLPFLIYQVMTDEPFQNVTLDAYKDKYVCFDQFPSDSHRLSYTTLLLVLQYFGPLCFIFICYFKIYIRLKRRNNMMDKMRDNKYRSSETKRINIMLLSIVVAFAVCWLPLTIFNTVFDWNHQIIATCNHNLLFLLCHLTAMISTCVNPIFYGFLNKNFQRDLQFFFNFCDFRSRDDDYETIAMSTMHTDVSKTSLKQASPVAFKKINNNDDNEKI
Ba/F3 V617F tox: reduce viability of Ba/F3 cells dependent on JAK2V617F. Ba/F3 EpoR-JAK2V617F viability, ATP luminescence. inhibition, % at 5.6 µM. 220,000 tested, 1.1% active. AID 1446;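 active means inhibition above the campaign mean plus 3 SD over all tested compounds, cut at about 24% in these data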;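 further: cytokine-independent growth of Ba/F3 cells driven by EpoR plus mutant JAK2; 0% = DMSO-treated cells and 100% = JAK inhibitor I control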
NPY Y1 blocker: blocks the human neuropeptide Y Y1 receptor; P25929; HEK293-CNG Y1 cells, membrane potential fluorescence; NPY at EC95, then isoproterenol; inhibition, % at 3.6 µM; 200,000 tested, 1% active;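 active means inhibition above the campaign mean inhibition of all tested compounds plus 3 SD, cut at about 20% in these data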;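 further: 0% = DMSO wells given NPY plus isoproterenol and 100% = isoproterenol alone without NPY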
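Material: HEK293 Y1/CNG channel cell line | Also added: NPY (25 nM), isoproterenol (1 µM), Ro 20-1724 (25 µM) | Compound: One concentration, 3.6 µM, in 0.4% DMSO | Schedule: 3 h dye uptake, 1 h room-temperature compound, 45 min post-isoproterenol | Signal: Membrane-potential fluorescent dye readout | Read-out: % inhibition of NPY effect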
CHOP inhibitor: inhibitors of CHOP induction in ER stress response. CHO-K1 CHOP-promoter luciferase, tunicamycin-induced, 15-18 h. inhibition, % at 10 µM. 220,000 tested, 3.8% active. AID 2732;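 active means compounds that reduced the stress-induced luciferase reporter signal by more than about 70% of percent inhibition, limit read from the data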;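 further: 0% = tunicamycin plus vehicle and 100% = wells without tunicamycin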
Active calls of the source: *; · = not tested or not shown.

No.	Structure	S1P4 antagonist	NPY-Y2 PAM-ag	BaF3 tox	S1P4 agonist	NCF1 inh	NPY-Y1 PAM-ag	Ba/F3 V617F tox	NPY Y1 blocker	CHOP inhibitor
1	Cc1ccccc1NC1=CC(=O)CC(C)(C)C1	2	5	0	-0.5	8	11	-3	6	-12
2	CCC(=O)Nc1ccc(N2CCN(C(=O)c3cccs3)CC2)cc1	-1	4	2	-0.3	-2	9	-5	0	8
3	CCN(Cc1ccccc1)C(c1ccncc1)c1nnnn1C(C)(C)C (centres undefined)	-6	15	9	-0.8	3	3	2	5	21
4	COCCCNC(=S)NCCCNc1nc2cc3c(cc2cc1C#N)OCO3	0	2	2	1.4	-5	6	-3	8	2
5	COC(=O)N1CN(C(=O)OC)CN(C(=O)OC)C1	-6	14	0	0.3	-10	5	-4	1	-7
6	COc1ccc(Nc2nccc(N(C)C)c2C#N)cc1	6	0	-1	1.4	-8	10	-3	1	16
7	CCOC(=O)CCNC(=O)N1CCCC(CCC(=O)N(C)CCc2ccccn2)C1 (centres undefined)	-11	-2	0	1.1	-5	-4	0	7	11
8	CC(NC(=O)COc1cc(=O)n(C)c2ccccc12)c1ccc2c(c1)OCCO2 (centres undefined)	-15	-6	4	1.3	-9	-5	6	11	52
9	CSCCC(/C(O)=C(\C#N)c1nc2ccccc2[nH]1)N1C(=O)c2ccccc2C1=O (centres undefined)	4	9	2	1.2	-16	-5	-1	3	10
10	c1ccc2cc(OCCN3CCCC3)ccc2c1	-12	6	6	-1.0	-7	-8	-3	-3	10
11	CN1CCN(C(=O)CCN2C(=O)S/C(=C/c3ccc(Cl)cc3)C2=O)CC1	11	-7	1	0.2	-2	6	-1	-2	-1
12	CC(=O)/C(=N/Nc1ccc(Br)cc1)Sc1cccc2cccnc12	-7	9	4	1.4	-2	21	-1	-3	56
13	COc1ccccc1-n1cnc2cc(C(=O)NCCCN3CCOCC3)ccc21	-12	6	0	0.7	-12	1	-1	0	49
14	CC1(C)CC(=O)C=C(Nc2ccccc2F)C1	-7	7	6	1.0	-2	-9	3	2	6
15	COC(=O)c1cc(NS(=O)(=O)c2ccc(N3CCCCCC3)c([N+](=O)[O-])c2)cc(C(=O)OC)c1	-10	3	3	-1.1	-17	-26	0	2	55
16	COc1cc(C2NC(=O)NC(C)=C2C(=O)OC2CCCC(C)C2)ccc1O (centres undefined)	-5	7	5	2.0	-8	-1	3	-2	30
17	Cc1ccc(C2=NN3C(C2)c2ccccc2OC32C(=O)Nc3ccccc32)cc1 (centres undefined)	-16	-7	4	-2.3	-136	15	1	2	-14
18	CCNC(=O)CC1C(=O)N(c2ccc(F)cc2)C(=O)N1Cc1ccc(OC)cc1 (centres undefined)	-10	9	2	1.3	1	6	-2	1	-4
19	COc1ccc(/C(N)=N/OC(=O)Cc2ccc(C)cc2)cc1OC	-20	-17	9	-1.0	2	-34	5	6	24
20	COC(=O)c1ccc(C(=O)OC)c(NC(=S)N2CCN(C(=O)C3CCCO3)CC2)c1 (centres undefined)	7	4	0	2.0	-16	37	-4	·	-13
21	COc1ccc(C(=O)NNC(=O)c2cccc(F)c2)cc1	-5	2	3	0.9	6	-1	0	-5	0
22	COc1cc(C)c(C)cc1S(=O)(=O)N1CCN(Cc2ccc3c(c2)OCO3)CC1	-57	-23	1	0.5	-3	-43	1	24*	-9
23	Cn1c(=O)[nH]c(=O)c2c1nc(N1CCN(c3cccc(Cl)c3)CC1)n2CCCc1ccccc1	-3	7	4	2.6	-3	-16	3	5	45
24	Cc1cc(NC(=O)CC(C)(C)C)nc2c1c(=O)oc1ccccc12	-2	0	5	0.6	-30	-9	0	-2	74*
25	O=C(Cn1nnc(-c2ccc(S(=O)(=O)N3CCCC3)cc2)n1)Nc1ccccc1-n1cccc1	6	2	1	-1.5	-21	-4	-2	-2	50
26	COc1cc(/C=C2\CC/C(=C\c3ccc(OCCO)c(OC)c3)C2=O)ccc1OCCO	11	-14	7	1.4	-11	2	-3	7	-10
27	CC(C)(C)c1ccc(C(=O)Oc2ccc3c(c2)OCC3=O)cc1	3	-1	6	-2.9	-10	-4	2	9	47
28	Cc1cc(C)cc(-n2c(O)c(C=NC3CCS(=O)(=O)C3)c3ccccc3c2=O)c1 (centres undefined)	-1	-5	0	0.3	-5	-7	2	9	-5
29	CCOCCCNCC(=O)Nc1ccc(S(=O)(=O)NC(C)CC)cc1 (centres undefined)	-21	-5	5	0.2	11	0	1	7	-10
30	CC1=C(C(=O)N2CCOCC2)C(c2ccsc2)C2=C(CCCC2=O)N1 (centres undefined)	-21	-4	5	0.0	-10	-17	1	0	23
31	COc1ccccc1C(=O)NC(CCSC)C(=O)NC1CCCCCC1 (centres undefined)	-13	13	10	0.8	-17	-4	1	-1	18
32	O=C(Nc1cccc(Cl)c1)OCc1cn(-c2ccc(Cl)cc2)nn1	3	3	-1	-0.2	-5	0	1	20*	63
33	Cc1cc(C)c(C#N)c(SCCS(=O)(=O)c2ccc(Cl)cc2)n1	-22	-17	3	-1.6	-24	-9	-6	·	4
34	COc1cc(S(=O)(=O)N2CCOCC2)ccc1NC(=O)COC(=O)COc1ccccc1	8	13	3	-0.4	-3	14	0	-2	8
35	COCC(=O)Nc1ccc(OC)c(Cl)c1	1	-11	2	-1.1	·	8	0	4	23
36	O=C(N/N=C/c1c(Cl)cccc1Cl)C(=O)NC1CC1	-4	-13	9	-0.2	-8	-15	-3	4	13
37	CC1CCN(S(=O)(=O)c2ccc(-c3nnc(SCc4cccnc4)o3)cc2)CC1	10	0	1	-0.1	-13	-1	2	4	21
38	CC1(C)CC(=O)C2=C(C1)N(Cc1ccco1)C(=O)C2(NC(=O)C1CCCCC1)C(F)(F)F (centres undefined)	-13	-9	0	1.7	-10	-4	0	-4	6
39	COC(=O)c1ccccc1S(=O)(=O)N1Cc2cc([N+](=O)[O-])ccc2Oc2ccccc21	7	0	4	0.2	-16	5	0	9	16
40	Cc1ccc(-c2nnn(CC(=O)N(Cc3cccs3)C(C(=O)NC3CCCC3)c3ccco3)n2)o1 (centres undefined)	18	-14	3	0.2	-16	-44	3	17	67
41	Cc1[nH]c2ccccc2c1C(C[N+](=O)[O-])c1cccc(O)c1 (centres undefined)	6	11	10	0.4	-9	11	5	-3	18
42	COc1ccc2c(c1)c1ncn(CCc3ccccc3)c(=O)c1n2C	6	13	0	1.4	-12	-2	-4	1	-6
43	CC1CN(c2nc3ccccn3c(=O)c2/C=C(\C#N)S(=O)(=O)c2ccccc2)CC(C)O1 (centres undefined)	-14	12	2	-1.2	-14	-13	-3	2	-7
44	Cc1ccc(C(=O)N2CCN=C2SCc2ccc([N+](=O)[O-])cc2)cc1	3	10	7	0.5	-1	-11	2	3	33
45	O=C(c1sc2ccccc2c1Cl)N1CCN(c2ccccc2F)CC1	-19	-31	2	1.1	2	-40	-1	8	-18
46	O=c1[nH][nH]c(C(F)(F)F)c1C=NCc1cccs1	-7	-2	11	0.3	4	-9	4	2	-3
47	CC(=O)Nc1ccc(NC(=O)C(C)N2CCN(S(=O)(=O)c3ccc(C)cc3)CC2)cc1 (centres undefined)	4	-4	2	-2.1	-5	-3	-2	-2	20
48	CCOc1ccc(/C=C/C(=O)Nc2cccc(C(C)=O)c2)cc1	-14	-12	7	-0.7	0	-10	-3	-1	9
49	CCCS(=O)(=O)N1CCC(C(=O)N2CCCC2)CC1	-5	-2	4	1.6	-15	-24	-1	-1	-15
50	CCOC(=O)CSc1nc(C)c(C(C)=O)cc1C#N	-19	5	1	3.5	-2	6	-4	1	15

(more compounds)
No.	Structure	S1P4 antagonist	NPY-Y2 PAM-ag	BaF3 tox	S1P4 agonist	NCF1 inh	NPY-Y1 PAM-ag	Ba/F3 V617F tox	NPY Y1 blocker	CHOP inhibitor
51	Cc1cc(NC(C)C)n2c(nc3ccccc32)c1C#N	-5	-1	6	-0.7	-10	17	1	3	11
52	Cn1nc([N+](=O)[O-])nc1Sc1nnnn1-c1ccc(C(=O)O)cc1	-11	5	3	3.5	0	18	-2	6	-14
53	Cc1cnc(NS(=O)(=O)c2ccccc2)c(Br)c1	-11	3	0	1.2	-4	15	0	·	13
54	O=[N+]([O-])c1ccccc1S(=O)(=O)N1CCc2ccccc2C1	-17	4	6	0.4	-6	6	-1	-3	19
55	Cc1ccc(C)c(NC(=S)/C(=C(\[O-])c2ccc(OC(F)F)cc2)[n+]2ccccc2)c1	-5	-10	7	1.9	4	-5	2	1	0
56	CC12CCC(C(=O)N(CSC(=S)N/N=C\c3ccccc3O)C1=O)C2(C)C (centres undefined)	-9	16	-3	3.6	-11	-23	-5	-1	47
57	CC(C)[C@H](NC(=O)c1ccccc1)C(=O)OCC(=O)N1CCN(C(=O)c2ccco2)CC1	11	8	2	-1.0	-9	-1	-3	-4	-24
58	COc1ccc(-c2cc(C(=O)N3CC4(C)CC3CC(C)(C)C4)no2)cc1OC (centres undefined)	16	6	2	0.7	-12	2	4	-3	73*
59	CC(C)NC(=O)COc1nncc2ccccc12	3	-10	8	2.8	-4	16	-1	-1	-23
60	CC1C(=O)CC(c2ccc([N+](=O)[O-])cc2)NC1c1ccc([N+](=O)[O-])cc1 (centres undefined)	-13	-6	8	-0.9	0	1	1	10	-8
61	O=C(Cc1ccc(S(=O)(=O)N2CCOCC2)s1)NCCC(c1ccccc1)c1ccccc1	6	8	2	-2.7	-85	-4	-5	-1	13
62	COc1ccccc1NC(=S)N(Cc1ccccc1)Cc1ccccn1	-5	-2	7	-0.1	-17	-15	1	8	6
